RmlCD inh mix: RmlC and RmlD coupled enzyme inhibitors, primary screen, biochemical, 384-well, compound mixtures, retest; hit rate 0.39% among 110,000; inhibition, % at 5.5 µM; RmlC/RmlD coupled enzyme inhibition, 384-well mixture HTS; in the data active means inhibition above about 30%, passing the limit was not always enough; further: strong numbers were not always called active
RT RNaseH block: HIV-1 RT RNase H inhibitors, primary screen, biochemical, fluorescence; inhibition, % at 10 µM; Gag-Pol polyprotein (Human immunodeficiency virus type 1 group M subtype B (isolate …; RT-RNase H RNA/DNA duplex cleavage; AID 565, 2006; hit rate 1.9% among 65,000; in the data active means inhibition above about 50%
* marks the source's active call; other numbers are inactive results. Some of the compounds tested; count on the stated rates, not on these rows.

How did CC(C)(C)NC(=O)C(c1ccsc1)N(CCc1ccccc1)C(=O)Cn1nnc2ccccc21 (configuration not stated) do in these assays?
RmlCD inh mix: -4

What do the screens show for `Cc1ccc(C2=NOC(C)(c3nnc(-c4ccncc4)o3)C2)cc1` (configuration not stated)?
RmlCD inh mix: -10

Results for NC(=O)CC(NC(=O)Cc1ccc(Br)cc1)c1ccc(NCCOc2ccccc2)c([N+](=O)[O-])c1 (configuration not stated) ?
RmlCD inh mix: -12

How did Cc1cc(SCCC(=O)O)nc2ccccc12 do in these assays?
RmlCD inh mix: -9; RT RNaseH block: 0

Results for COc1ccc(CNC(=O)c2cccnc2Sc2ccc(Cl)cc2)cc1 ?
RmlCD inh mix: 11

How did O=C(Nc1ccc(CN2CCOCC2)cc1)c1cc2ccccn2n1 do in these assays?
RmlCD inh mix: -7; RT RNaseH block: -7

What do the screens show for `COC(=O)CNC(=O)CN1c2cccc3cccc(c23)S1(=O)=O`?
RmlCD inh mix: -4

What do the screens show for `Cc1nnc(SCC(=O)Nc2ccc(N3CCOCC3)cc2)o1`?
RmlCD inh mix: -31; RT RNaseH block: 2

What do the screens show for `Cc1ccc(Oc2cc(N3CCOCC3)nc(-c3ccccc3)n2)cc1`?
RmlCD inh mix: -9

What do the screens show for `CCOc1ccc(Cl)cc1S(=O)(=O)n1nnc2ccccc21`?
RmlCD inh mix: 4; RT RNaseH block: -99

Results for Cc1ccc(-c2noc(CSc3nnc(CCc4ccccc4)n3-c3ccccc3)n2)cc1 ?
RmlCD inh mix: 6

How did CC(C)[C@H](NC(=O)Nc1ccc(S(N)(=O)=O)cc1)C(=O)O do in these assays?
RmlCD inh mix: -8; RT RNaseH block: -1

Results for O=C(NC1CCCCCC1)C1c2ccccc2C(=O)N1C1CC1 (configuration not stated) ?
RmlCD inh mix: 26; RT RNaseH block: -1

How did O=C(Nn1c(=O)[nH]c2ccccc2c1=O)c1ccco1 do in these assays?
RmlCD inh mix: 12

What do the screens show for `C#CCOCCOCCOCCNc1nc(N2CCOCC2)nc(N2CCN(C(=O)[C@H](Cc3cc4ccccc4[nH]3)n3cc([C@@H](N)CC(C)C)nn3)CC2)n1`?
RmlCD inh mix: -16

How did O=C(O)c1ccc(N2CCCCC2)cc1 do in these assays?
RmlCD inh mix: -7; RT RNaseH block: 3

How did Cc1c(C(=O)NCC2COc3ccccc3O2)oc2ccc(S(=O)(=O)N3CC(C)CC(C)C3)cc12 (configuration not stated) do in these assays?
RmlCD inh mix: -8

Results for Brc1ccc(CSc2nnc(-c3cnccn3)n2Cc2ccco2)cc1 ?
RT RNaseH block: -5

Results for CCC(=O)Nc1sccc1C(=O)OC ?
RmlCD inh mix: 9; RT RNaseH block: -11

What do the screens show for `N#Cc1c(C(F)(F)F)cc(-c2ccccc2)nc1SCC(=O)N1CCOCC1`?
RmlCD inh mix: -6

Among those listed so far, 2 have a Cl atom.
Results for COc1ccc(CNC(=O)c2cccnc2Sc2ccc(Cl)cc2)cc1 ?
RmlCD inh mix: 11

What do the screens show for `CCOc1ccc(Cl)cc1S(=O)(=O)n1nnc2ccccc21`?
RmlCD inh mix: 4; RT RNaseH block: -99

Pulled by compound from the list above, 2 records:
How did Cc1c(C(=O)NCC2COc3ccccc3O2)oc2ccc(S(=O)(=O)N3CC(C)CC(C)C3)cc12 (configuration not stated) do in these assays?
RmlCD inh mix: -8

Results for COc1ccc(CNC(=O)c2cccnc2Sc2ccc(Cl)cc2)cc1 ?
RmlCD inh mix: 11

(listing goes on)
Results for CC(Oc1ccc(-c2ccccc2)cc1)C(=O)N1CCOCC1 (configuration not stated) ?
RmlCD inh mix: -3; RT RNaseH block: -15

Results for CCc1ccc(NC(=O)CN(c2cccc(C)c2)S(C)(=O)=O)cc1 ?
RmlCD inh mix: 6

What do the screens show for `CCN(C(=O)CSc1nc(-c2ccccc2)c(-c2ccccc2)[nH]1)C1CCS(=O)(=O)C1` (configuration not stated)?
RmlCD inh mix: -7

How did COC(=O)c1[nH]c2cccc(C)c2c1NC(=O)CN1CCN(C(=O)c2ccco2)CC1 do in these assays?
RmlCD inh mix: -35; RT RNaseH block: 5

How did Cc1ccc(OCC(=O)Nc2ccc(N(C)C)cc2)cc1 do in these assays?
RmlCD inh mix: -13; RT RNaseH block: -8

What do the screens show for `COC(=O)c1ccc(C23CC4(C2)[C@H](CN(C)[C@@H]4c2ccccc2)C3c2ccc(C(F)(F)F)cc2)cc1` (some centres not stated)?
RmlCD inh mix: -9

What do the screens show for `O=C1CCCc2c1cc(C(=O)NCCCN1CCOCC1)c(=O)n2-c1ccc(Cl)cc1`?
RmlCD inh mix: 9; RT RNaseH block: -7

How did CCN(CC)CCNC(=O)c1ccc(Cl)c(S(=O)(=O)Nc2ccccc2OC)c1 do in these assays?
RmlCD inh mix: -7

Results for CCCOC(=O)CSC1=C(C#N)C(c2ccccc2OCC)C(C#N)C(=O)N1 (configuration not stated) ?
RmlCD inh mix: -6; RT RNaseH block: 6

How did COc1ccc(CNC(=O)C(=O)NCC2OCCN2S(=O)(=O)c2cccs2)cc1 (configuration not stated) do in these assays?
RmlCD inh mix: -7

How did Cc1cccc2sc(NNC(=O)C3COc4ccccc4O3)nc12 (configuration not stated) do in these assays?
RmlCD inh mix: -13

Results for O=C(CSc1ncc(-c2ccccc2)nn1)NCc1ccco1 ?
RT RNaseH block: 3

What do the screens show for `CSc1ncc(/C=C2/C(=O)NC(=O)N(C3CCCCC3)C2=O)cn1`?
RmlCD inh mix: -12

What do the screens show for `CCC1(CC)NC(=O)NC1=O`?
RmlCD inh mix: -1; RT RNaseH block: -12

What do the screens show for `CN1CCN(C(=O)CC23CC4CC(CC(C4)C2)C3)CC1`?
RmlCD inh mix: -4; RT RNaseH block: -4

What do the screens show for `Cc1cccc(Cn2cnc3c(nnn3Cc3ccc(F)cc3)c2=O)c1`?
RmlCD inh mix: -7; RT RNaseH block: -67

Results for CCOC(=O)c1[nH]c(C)c(C(=O)NC(C)CC)c1C (configuration not stated) ?
RmlCD inh mix: 3; RT RNaseH block: -1

How did COC(=O)[C@H](C)NC(=O)Nc1ccc(OC)cc1OC do in these assays?
RmlCD inh mix: 7; RT RNaseH block: -6

Results for CCOC(=O)Cn1cnc2c(nnn2Cc2ccc(Cl)cc2)c1=O ?
RmlCD inh mix: 26; RT RNaseH block: 2

How did COc1ccc(S(=O)(=O)N2c3ccccc3OCC2c2ccccc2)cc1 (configuration not stated) do in these assays?
RmlCD inh mix: -23

Results for CC(C(=O)Nc1ccccc1)c1ccc(-c2ccccc2)c(F)c1 (configuration not stated) ?
RmlCD inh mix: -6

Results for Cc1ccc(N2C(=O)N(CC(=O)N3CCCc4ccccc43)C(=O)C2C)cc1 (configuration not stated) ?
RmlCD inh mix: -12

How did COc1ccc(N2CCN(c3nc4c(c(=O)[nH]c(=O)n4C)n3CCCc3ccccc3)CC2)cc1 do in these assays?
RT RNaseH block: 2

What do the screens show for `CCC(=O)n1nc(-c2ccco2)nc1SCc1ccccc1`?
RmlCD inh mix: -10; RT RNaseH block: 4

Results for Cn1c(C(=O)N2CCN(Cc3ccc4c(c3)OCO4)CC2)cc2c(=O)n(C)c3ccccc3c21 ?
RmlCD inh mix: 1; RT RNaseH block: -7

How did CC(NC(=O)NCCCn1ccnc1)(C(F)(F)F)C(F)(F)F do in these assays?
RmlCD inh mix: -8; RT RNaseH block: -12

How did Cc1ccc(C(=O)Nc2cc(=O)n(C)c(=O)n2C)cc1C do in these assays?
RmlCD inh mix: -5; RT RNaseH block: -7

How did CC(C)(C)n1nnnc1CN1CCN(C2CCCC2)CC1 do in these assays?
RmlCD inh mix: 0; RT RNaseH block: 3

How did O=C(CCN1C(=O)c2ccccc2C1=O)Nc1ccc(F)cc1 do in these assays?
RmlCD inh mix: 2; RT RNaseH block: -6

Results for O=[N+]([O-])c1ccc(Cl)c(/C=N/NC(=S)Nc2ccccc2)c1 ?
RmlCD inh mix: 10

What do the screens show for `COC(=O)C1=C(c2ccccc2)C[C@@H]2CC[C@H]1N2C(=O)NCCO`?
RmlCD inh mix: 8

Results for CN(C)c1ccnc(NCc2ccccc2)c1C#N ?
RmlCD inh mix: 47; RT RNaseH block: -21

How did COC(=O)Nc1sc2c(c1C(=O)NCc1ccco1)CCCC2 do in these assays?
RmlCD inh mix: 6; RT RNaseH block: 11

How did O=S(Cc1ccc(Cl)cc1)CC(O)(c1ccccc1)c1ccccc1 (configuration not stated) do in these assays?
RmlCD inh mix: -129

Results for Cc1ccc2nsnc2c1S(=O)(=O)NCCc1c(C)[nH]c2ccc(F)cc12 ?
RmlCD inh mix: 26

Results for CCCCN(CC)CCCNC(=O)Cn1nc(Cc2ccncc2)c2ccccc2c1=O ?
RmlCD inh mix: -8; RT RNaseH block: -5

How did Cc1oc(-c2ccc(Cl)cc2)nc1CN1CCCC(C(=O)NCCCN2CCOCC2)C1 (configuration not stated) do in these assays?
RT RNaseH block: 11

What do the screens show for `CCOC(=O)c1ccc(NC(=O)Cn2nnc(-c3ccc(C)cc3)n2)cc1`?
RmlCD inh mix: 8; RT RNaseH block: 4

Results for COc1ccc(-c2nnc(SCC(=O)NCc3cccs3)n2C(C)C)cc1 ?
RmlCD inh mix: 6

How did Cc1nc(Nc2nc3ccccc3o2)nc2c1CCC2 do in these assays?
RmlCD inh mix: -16; RT RNaseH block: -3

Ordered by length of the SMILES (low to high): some entries from above.
What do the screens show for `CCC(=O)n1nc(-c2ccco2)nc1SCc1ccccc1`?
RmlCD inh mix: -10; RT RNaseH block: 4

How did COC(=O)Nc1sc2c(c1C(=O)NCc1ccco1)CCCC2 do in these assays?
RmlCD inh mix: 6; RT RNaseH block: 11

How did Cc1ccc(C(=O)Nc2cc(=O)n(C)c(=O)n2C)cc1C do in these assays?
RmlCD inh mix: -5; RT RNaseH block: -7

Results for Cc1ccc(N2C(=O)N(CC(=O)N3CCCc4ccccc43)C(=O)C2C)cc1 (configuration not stated) ?
RmlCD inh mix: -12

How did COc1ccc(N2CCN(c3nc4c(c(=O)[nH]c(=O)n4C)n3CCCc3ccccc3)CC2)cc1 do in these assays?
RT RNaseH block: 2

Further records follow.
What do the screens show for `COC(=O)C(C(C)=O)C1=C/C(=N\S(=O)(=O)c2ccc(C)cc2)c2ccccc2C1=O` (configuration not stated)?
RmlCD inh mix: -6

How did CCCN1C(=O)c2ccc(C(=O)Nc3nccs3)cc2C1=O do in these assays?
RmlCD inh mix: 4; RT RNaseH block: -6

How did CCn1c(SCC(=O)NCc2ccco2)nnc1-c1c[nH]c2ccccc12 do in these assays?
RmlCD inh mix: -9

What do the screens show for `COC(=O)c1ccccc1N=C(SC)N(C)C`?
RmlCD inh mix: -8; RT RNaseH block: 38

Results for Cc1ccc2c(c1)/C(=N/OC(=O)c1ccc(F)cc1)CCS2 ?
RmlCD inh mix: -13

Results for COC(=O)/C=C/c1ccc2c(c1)S(=O)(=O)N(c1cccc(OC)c1)[C@H]2CC(=O)OC ?
RmlCD inh mix: -7

How did COc1ccc(C(=O)CSc2n[nH]c(-c3ccco3)n2)cc1 do in these assays?
RmlCD inh mix: 7; RT RNaseH block: -8

How did O=C(NCCN1CCCCC1)c1cc2ccccc2[nH]1 do in these assays?
RT RNaseH block: 7

Results for CC(=O)Nc1ccc(OCC(O)Cn2nc(C)c(Br)c2C)cc1 (configuration not stated) ?
RmlCD inh mix: -10

Results for Cc1ccc2nc(NCCCNC(=O)c3cnccn3)c(C#N)cc2c1 ?
RmlCD inh mix: -4; RT RNaseH block: -4

How did Cn1c(=O)oc2cc(S(=O)(=O)N3CCC(C(=O)NCC4COc5ccccc5O4)CC3)ccc21 (configuration not stated) do in these assays?
RmlCD inh mix: -8; RT RNaseH block: 4

Results for Cc1ccc(S(=O)(=O)N2CCC(C(=O)Nc3nnc(C4CCCC4)s3)CC2)cc1 ?
RmlCD inh mix: 21; RT RNaseH block: 1

What do the screens show for `O=C1CCCC2=C1C(c1c(Cl)nc3sccn13)C1=C(CCCC1=O)N2`?
RT RNaseH block: -3

Results for CCN(CC)C(=O)C1CC(=O)OC1(C)C (configuration not stated) ?
RmlCD inh mix: 9; RT RNaseH block: -2

Results for O=C(NC1CCCC1)C(c1cccs1)N(Cc1ccco1)C(=O)c1csnn1 (configuration not stated) ?
RmlCD inh mix: -9; RT RNaseH block: -27

How did COC/C=C/C1=CC2=CC(=O)C(C)(OC(=O)c3cnc4ccccc4n3)C(=O)C2=CN1C1CC1 (configuration not stated) do in these assays?
RmlCD inh mix: -1

Results for C=CCNc1sc(C(=O)c2ccccc2)c(N)c1C#N ?
RmlCD inh mix: 7

How did CC1CC(C)CN(c2cc(=O)n(Cc3ccc(F)cc3)c(=O)[nH]2)C1 (configuration not stated) do in these assays?
RmlCD inh mix: 8

How did COc1cc(N2CCCC2)c(OC)cc1/C=c1/sc2nc3ccccc3n2c1=O do in these assays?
RT RNaseH block: 10

High-throughput results (PubChem)
